KDM5B inh – inhibitors of human KDM5B histone demethylase; KDM5B demethylase, FDH-coupled NADH fluorescence (FDH is formaldehyde dehydrogenase); Q9UGL1; Potency, µM (titrated, usually from 57.7 µM), without a hit: at the highest dose activity change, negative = inhibition, hits mostly inhibitors; 220,000 compounds, 2.6% hits; AID 1347165; active means well fitted inhibition curve with a large enough effect; inconclusive means small, poorly fitted or top-dose-only effect; inactive means no such curve, though single readings can be large or run the other way; further: 0% is about no effect; nearly all actives have a fitted effect of over 70% in size
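qHTS format, multiple compound concentrations. Buffer 50 mM HEPES pH 7.5/0.01% Tween-20; 200 nM KDM5BΔAP final; 10 min compound preincubation; substrate-mix levels 12.5 µM peptide, 25 µM α-KG, 0.25 mM NAD⁺; 30 min RT; ΔRFU.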
The depositor's hits bear a star; [ ] = remark or other dose. Potency means the concentration at half of the fitted maximal effect. A portion of the library (hit frequency here may not be typical).

Results for Cn1c(=O)c2[nH]c(Br)nc2n(C)c1=O ?
KDM5B inh: 8.7%

How did Cc1ccc(C)c(NC(=O)Cn2cc(C(=O)c3ccco3)c3ccccc32)c1 do in these assays?
KDM5B inh: 4.6%

What do the screens show for `Cc1ccc(C2=NC3(CCN(C(=O)c4cnccn4)CC3)ON2)cc1`?
KDM5B inh: 23.2%

Results for Cc1ccc2[nH]cc(CCNC(=O)CCc3ccccc3)c2c1 ?
KDM5B inh: -8.9%

Results for COc1ccc(CNC(=O)C2CCCN(c3nnc(C)c4c(C)n(-c5ccc(C)cc5)nc34)C2)cc1 (stereo not drawn) ?
KDM5B inh: inconclusive

How did O=C([C@@H]1C[C@H](F)CN1S(=O)(=O)c1ccc(C(F)(F)F)cc1)N1CCCCC1 do in these assays?
KDM5B inh: 31.9%

What do the screens show for `CCN1CCN(CCCNC(=O)c2cc3c(s2)-c2c(C)cccc2OC3)CC1`?
KDM5B inh: inconclusive

What do the screens show for `C/C(=N\Nc1nnc(Cl)c2ccccc12)c1ccc([N+](=O)[O-])cc1`?
KDM5B inh: 22.3%

What do the screens show for `CCCNC(=O)C1CCC(Cn2c(=O)c3sccc3n(CC(=O)NCc3ccccc3)c2=O)CC1` (stereo not drawn)?
KDM5B inh: 13.9%

How did COc1ccc(CCNc2nc(SCc3ccccc3Cl)nc3ccccc23)cc1OC do in these assays?
KDM5B inh: -6.5%

How did O=C(NCc1ccco1)c1ccc2c(c1)N(Cc1cccc(Cl)c1)C(=O)c1ccccc1S2=O (stereo not drawn) do in these assays?
KDM5B inh: inconclusive

Results for CCN(CC)CCOC(=O)C1(c2ccccc2)CCCC1 ?
KDM5B inh: 23.2%

How did O=C(NCc1csc(-c2ccccc2)n1)C1CCN(S(=O)(=O)c2ccc3c(c2)CCCC3)CC1 do in these assays?
KDM5B inh: -15.0%

Results for CCOc1ccc(C(=O)OCCN(CC)CC)cc1 ?
KDM5B inh: -5.5%

How did CN1C(=O)C2(CCN(C(=O)c3cccc(F)c3)C2)c2ccccc21 (stereo not drawn) do in these assays?
KDM5B inh: -14.4%

2 records drawn at random from those above, as already listed:
Results for CCOc1ccc(C(=O)OCCN(CC)CC)cc1 ?
KDM5B inh: -5.5%

Results for Cn1c(=O)c2[nH]c(Br)nc2n(C)c1=O ?
KDM5B inh: 8.7%

Back to the main list; the 4 compounds before the break are reprinted first.
Results for CCN(CC)CCOC(=O)C1(c2ccccc2)CCCC1 ?
KDM5B inh: 23.2%

How did O=C(NCc1csc(-c2ccccc2)n1)C1CCN(S(=O)(=O)c2ccc3c(c2)CCCC3)CC1 do in these assays?
KDM5B inh: -15.0%

Results for CCOc1ccc(C(=O)OCCN(CC)CC)cc1 ?
KDM5B inh: -5.5%

How did CN1C(=O)C2(CCN(C(=O)c3cccc(F)c3)C2)c2ccccc21 (stereo not drawn) do in these assays?
KDM5B inh: -14.4%

What do the screens show for `CCC(=O)N1CCC(C(=O)O)CC1`?
KDM5B inh: -19.3%

What do the screens show for `Cc1c(NC(=O)c2cccnc2)c(=O)n(-c2ccccc2)n1C`?
KDM5B inh: 11.8%

What do the screens show for `COc1cc(C(c2c(C)[nH][nH]c2=O)c2c(C)[nH][nH]c2=O)ccc1OC(=O)c1ccccc1F`?
KDM5B inh: inconclusive

What do the screens show for `Cc1[nH]n2c(=O)cc(-c3ccc(Cl)cc3)nc2c1-c1ccccc1`?
KDM5B inh: inconclusive

How did COc1ccccc1-c1cccc(C(=O)O)c1 do in these assays?
KDM5B inh: -8.8%[149 µM]

How did COc1ccc(CC(=O)NCC(c2cccs2)S(=O)(=O)c2ccc(Cl)cc2)cc1 (stereo not drawn) do in these assays?
KDM5B inh: inconclusive

How did CN(C)CCOC(C)(c1ccccc1)c1ccccn1 (stereo not drawn) do in these assays?
KDM5B inh: -10.2%

Results for O=C(NC1CCN(c2cc(-c3ccc(Cl)cc3)[nH]n2)C1)c1ccncc1 (stereo not drawn) ?
KDM5B inh: inconclusive

What do the screens show for `O=C(CC1N=C2c3ccccc3N=C(SCc3ccc(F)cc3)N2C1=O)NC1CCCCC1` (stereo not drawn)?
KDM5B inh: -12.9%

What do the screens show for `CCOc1ccc(NC(=O)Cn2cc(C(=O)c3ccco3)c3ccccc32)cc1`?
KDM5B inh: 15.6%

How did COc1ccc(-n2ccn(CC(=O)Nc3ccc(C)c(C)c3)c(=O)c2=O)cc1OC do in these assays?
KDM5B inh: inconclusive

Results for CCOC(=O)N1CCc2c(sc3c2c(=O)n(Cc2ccccc2)c(=O)n3CC(=O)Nc2ccc(F)cc2)C1 ?
KDM5B inh: 3.1%

How did CCC(=O)N(C1CCOCC1)C1CCN(Cc2ccc(C)cc2C)CC1 do in these assays?
KDM5B inh: 17.1%

How did CCOCCCNC(=O)C(=O)Nc1c2c(nn1-c1ccc(OC)cc1)CSC2 do in these assays?
KDM5B inh: -0.2%

Results for O=C1CCCCC(Cc2ccccc2)(C(=O)NCc2ccc(Cl)cc2)N1 (stereo not drawn) ?
KDM5B inh: 18.3%

Results for COC(=O)c1ccc(O)cc1 ?
KDM5B inh: -4.9%

What do the screens show for `O=c1[nH]cccc1-n1ccnc1-c1cccc(Cl)c1`?
KDM5B inh: inconclusive

What do the screens show for `CCc1nnc(NC(=O)CSc2nc3c([nH]c4ccccc43)c(=O)n2-c2ccc(OC)cc2)s1`?
KDM5B inh: inconclusive

Part of the list above in order of length of the SMILES, ascending:
Results for COC(=O)c1ccc(O)cc1 ?
KDM5B inh: -4.9%

Results for O=C1CCCCC(Cc2ccccc2)(C(=O)NCc2ccc(Cl)cc2)N1 (stereo not drawn) ?
KDM5B inh: 18.3%

What do the screens show for `O=C(CC1N=C2c3ccccc3N=C(SCc3ccc(F)cc3)N2C1=O)NC1CCCCC1` (stereo not drawn)?
KDM5B inh: -12.9%
